STAT1 activator = STAT1 signaling activation. NIH 3T3 STAT1-luciferase reporter, IFN-gamma, luminescence; 100% = IFN-gamma alone, no compound. activation (% of control), % at 5.5 µM. 200,000 compounds, 2.6% hits;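 active = activation above the screen-wide mean activation plus 3 SD, cut at about 130% in these data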;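 note: raw ratio to IFN-gamma control signal so 100% means no change and 0% no light; values of inactives mirror those of a sister screen read the other way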
FLuc act counter = affects firefly luciferase, flagging false hits in luciferase stimulation screens; AID 1027; activation factor at 10 µM; P08659; 200,000 tested, under 10 active; ATPlite luciferase biochemical, luminescence, 10 min; 0 = ATP-free wells, 1 = DMSO control;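 active = luciferase activation factor, scaled between plate controls, of at least 2 with compound at 10 µM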
Target sequence (P08659 whole entry, looked up): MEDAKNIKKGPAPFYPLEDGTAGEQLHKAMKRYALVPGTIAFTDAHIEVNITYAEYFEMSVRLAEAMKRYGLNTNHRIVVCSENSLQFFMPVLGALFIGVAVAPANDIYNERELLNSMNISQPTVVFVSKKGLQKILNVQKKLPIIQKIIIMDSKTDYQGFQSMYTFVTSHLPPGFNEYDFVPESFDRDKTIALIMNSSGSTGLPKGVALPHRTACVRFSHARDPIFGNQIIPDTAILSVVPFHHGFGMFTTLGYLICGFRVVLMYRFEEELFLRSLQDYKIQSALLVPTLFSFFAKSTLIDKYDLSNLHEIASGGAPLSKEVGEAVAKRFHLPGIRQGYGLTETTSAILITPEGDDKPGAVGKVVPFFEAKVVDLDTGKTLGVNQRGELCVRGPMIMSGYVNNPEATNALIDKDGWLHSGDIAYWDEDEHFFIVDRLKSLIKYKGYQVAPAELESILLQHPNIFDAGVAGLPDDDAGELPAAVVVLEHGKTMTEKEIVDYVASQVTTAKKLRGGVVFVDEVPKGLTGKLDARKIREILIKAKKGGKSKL
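test system = cell-free luciferase reagent | medium = PBS as buffer for the ATP substrate | dosing = test compounds dosed from 2 mM stocks in 100% DMSO | incubation = 10 min at ambient temperature | detection = luminescence measurement of luciferase light output | benchmarks = low control with PBS replacing ATP, high control enzyme plus ATP without compound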
Redox H2O2 prof = compounds producing H2O2 with reducing agent – biochemical, NIH compound library profiling, artefact control for MLSCN library redox annotation, primary screen; DTT-dependent redox cycling H2O2, phenol red/HRP absorbance; 100% = 100 µM peroxide control, 0% = buffer; activation, % at 10 µM; 200,000 compounds, 0.03% hits; AID 878;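 active = activation of at least 50% relative to the plate's high and low controls in the primary single-dose screen; inactive = activation below 50%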;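 note: compound incubated with DTT at 0.8 mM final as the reducing agent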
APP 5'UTR act = APP 5'UTR luciferase reporter activation | SH-SY5Y APP 5'UTR luciferase reporter, luminescence; zero percent = DMSO vehicle wells | activation, % at 2 µM | 190,000 compounds, 1% hits | AID 1276;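 active = activation above a set limit, based on mean plus 3 SD of controls, cut at about 140% in these data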; note: values of inactives mirror those of a sister screen read the other way
HMGR II inh = inhibitors of class II HMG-CoA reductase from Enterococcus faecalis | purified E. faecalis HMGR, NADPH absorbance 340 nm kinetic | inhibition, % at 10 µM | 190,000 compounds, 0.41% hits;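 active = inhibition above a set limit, the median over all tested compounds plus 3 SD, cut at about 9.5% in these data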;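 note: enzyme runs in reverse so mevalonate oxidation gives rising NADPH absorbance; 0% = complete reaction with DMSO and 100% = background rate lacking mevalonate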
NF-kB neuron act = NF-kB expression increase, human neuronal cells; NF-kB reporter expression; stronger effect = higher value; fold change at 12.5 µM; 190,000 compounds, 1.6% hits; AID 1239; in the data active = fold change above about 3.3
Hsp70 act = switches on Hsp70 transcription; activation, % at 10 µM; HeLa Hsp70 promoter luciferase reporter, luminescence; scaled: vehicle 0, proteasome-inhibitor control 100%; AID 1203; 200,000 compounds, 0.04% hits;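 active = activation above the mean across all tested compounds plus 3 SD, cutoff set per campaign, cut at about 5.5% in these data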;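 note: 100% = MG132 at 30 µM as the positive control and 0% = DMSO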
APP transl inh = APP translation inhibition | SH-SY5Y APP 5'UTR-luciferase reporter, luminescence | inhibition, % at 2 µM | 190,000 compounds, 0.82% hits;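 active = inhibition above a set limit, derived from the sample mean plus 3 SD, cut at about 45% in these data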; note: values of inactives mirror those of a sister screen read the other way
FLuc inh counter = Photinus pyralis luciferase inhibition counter-screen; 200,000 compounds, 1.5% hits; ATPLite firefly luciferase biochemical luminescence, 10 min; inhibition, % at 10 µM; AID 1006;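 active = inhibition above about 50% when tested at 10 µM, limit read from the data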
G6PDH CS = L. mesenteroides G6PDH inhibition counter-screen. Purified L. mesenteroides G6PDH, diaphorase/resazurin coupled fluorescence, 45 min. inhibition, % at 5 µM. 200,000 compounds, 0.12% hits. AID 1020; in the data active = inhibition above about 50%
* marks the source's active call; other numbers are inactive results; x = not tested or not shown.

The line under a structure holds: STAT1 activator | FLuc act counter | Redox H2O2 prof | APP 5'UTR act | HMGR II inh | NF-kB neuron act | Hsp70 act | APP transl inh | FLuc inh counter | G6PDH CS
1) COc1cccc(CNC(=O)CCC2CCCN(C(=O)c3cscn3)C2)c1 (centres undefined)
 : 96 | 1 | -0.3 | -4 | -2 | 1.2 | -0.2 | 4 | -2 | 9
2) CCOC(=O)c1cnc2c(c(C)nn2CC)c1NCCN1CCOCC1
 : 95 | 1 | -0.9 | 22 | -5 | 1.2 | -0.2 | -22 | 2 | 14
3) C=C(C)C1Cc2c(C)nn(-c3nc(C)cc(C)n3)c2C1 (centres undefined)
 : 97 | 1.1 | 0.7 | 3 | -1 | 1 | -0.2 | -3 | -8 | -5
4) Nc1[nH]c(N=NC(=O)c2ccccc2)c2ccccc12
 : 142* | 0.4 | -0.2 | 132 | 1 | 3.4* | -0.3 | -132 | 61* | -5
5) COc1cc2c(cc1OC)C(CC#N)=NC(C)(C)C2
 : 98 | 1.1 | 0.4 | 6 | 0 | 0.94 | -0.4 | -6 | -7 | 18
6) CCOc1ccc(N(C(=O)c2cc3ccccc3oc2=O)C2C=CS(=O)(=O)C2)cc1 (centres undefined)
 : 78 | 1 | -0.5 | 33 | -6 | 1.5 | 0.1 | -33 | -5 | 1
7) O=C(Nc1ccccc1)Nc1cc([N+](=O)[O-])ccc1F
 : 93 | 1 | 0.2 | -15 | -2 | 1.1 | -0.5 | 15 | 0 | 19
8) CC(C)NC(=O)c1ccc(CNC(=O)OCC(F)(F)F)cc1
 : 100 | 1 | 0.1 | 9 | -1 | 1 | -0.3 | -9 | -1 | -2
9) c1cncc(CSc2nnc3ccc(-c4ccncc4)nn23)c1
 : 103 | 1 | -1.8 | -4 | -4 | 1 | -0.1 | 4 | 1 | 6
10) Cc1ccc(NC(=O)c2cc(-c3ccc(F)cc3)on2)cc1C
 : 108 | 1 | 0.6 | 4 | -1 | 1.8 | 0.0 | -4 | -5 | 10
11) CCOc1ccc2nc(NC(=O)c3cnc(C)cn3)sc2c1
 : 112 | 0.8 | 0.2 | 12 | 0 | 1.2 | -0.3 | -12 | 15 | 3
12) CCOC(=O)c1ccc(NC(=O)N(CC)CC)cc1
 : 117 | 0.6 | 1.1 | 43 | 1 | 2.3 | -0.2 | -43 | 40 | -3
13) CCCCn1nnnc1SCC(=O)N1CCCC1
 : 101 | 1.1 | 21 | 1 | 0 | 1.1 | -0.1 | -1 | -8 | 3
14) Cc1cc(C)nc(NC2=NCC(=O)N2c2ccc3c(c2)OCCO3)n1
 : 99 | 1.1 | 0.1 | 5 | -1 | 1.1 | -0.2 | -5 | -7 | 6
15) OC(COCC1COc2ccccc2O1)CN1CCN(c2ccc(F)cc2)CC1 (centres undefined)
 : 100 | 1 | 0.6 | -13 | -8 | 1.3 | -0.3 | 12 | -4 | -3
16) CCOCCCNC(=O)C(NC(=O)CNC(C)=O)c1ccc(Cl)cc1 (centres undefined)
 : 95 | 1 | -1.3 | -9 | -3 | 0.91 | -0.3 | 9 | -5 | 16
17) COc1cc(CC(=O)OCn2nnc3ccccc3c2=O)cc(OC)c1OC
 : 89 | 1 | -1.9 | 9 | -3 | 1.3 | 0.1 | -9 | -3 | -2
18) CCCn1c(=O)c2ccccc2n2c(SCCOc3ccc(Cl)cc3)nnc12
 : 96 | 1 | -1.4 | 22 | -10 | 1.1 | -0.3 | -22 | -1 | 7
19) COc1ccccc1NC(=S)N(CCN1CCOCC1)Cc1ccccc1F
 : 86 | 1 | -2.7 | 0 | 1 | 1.3 | 0.0 | 0 | -4 | 8
20) Clc1cccc2sc(N3CCCC3)nc12
 : 106 | 1 | -3.5 | 15 | -3 | 1.5 | 0.2 | -15 | -2 | -1
21) Cc1[nH]c2ccccc2c1/C=N/NC(=O)CNC(=O)c1ccc2c(c1)OCO2
 : 96 | 1 | -0.1 | -5 | -12 | 1.1 | 0.0 | 5 | -4 | -41
22) COc1ccc(-c2onc3ccc(Cl)cc23)cc1OC
 : 106 | x | -0.4 | 3 | x | x | -0.5 | -2 | x | x
23) Cc1ccc(C(=O)Oc2ccc(C(=O)COC(=O)C3CC(=O)N(Cc4ccco4)C3)cc2)cc1 (centres undefined)
 : 114 | 1 | 3.4 | -2 | 5 | 1.1 | -0.6 | 2 | 1 | 0
24) N#C[C@@H]1[C@@H]2C(=O)N(c3ccc4c(c3)OCCO4)C(=O)[C@@H]2C2c3ccccc3C=CN21 (some centres undefined)
 : 100 | 1.1 | 4.5 | 7 | -1 | 1.2 | 0.0 | -7 | -8 | 14
25) CCOc1ccc(C2NC(=O)c3ccccc3O2)cc1 (centres undefined)
 : 102 | 0.9 | -0.1 | -10 | -1 | 1.2 | -0.3 | 10 | 14 | 1
26) Cn1c(SCC(=O)NC(=O)CN2CCCC2=O)nnc1-c1ccc(F)cc1
 : 95 | 1 | -1.7 | -8 | 0 | 1.1 | -0.1 | 8 | -2 | 3
27) CCCCn1c(SCC(=O)NCCOC)nc2ccc(N3CCOCC3)cc2c1=O
 : 100 | 1 | 0.0 | 9 | 0 | 1 | 0.0 | -9 | -1 | 33
28) COc1cc(-c2nc3ccccn3c2/N=C/c2cccc(F)c2)ccc1O
 : 117 | 1 | -0.2 | 8 | 1 | 1.2 | -0.3 | -8 | 2 | 5
29) CN(C)c1nc(NCc2ccccc2)nc(SCC(=O)Nc2ccccc2Cl)n1
 : 96 | 1 | 1.3 | 6 | -1 | 2.5 | -0.2 | -6 | -4 | 11
30) Cn1c(=O)[nH]c(=O)c2c1nc(NCCCn1ccnc1)n2Cc1ccccc1
 : 103 | 1.1 | -2.3 | 17 | -5 | 1.1 | -0.1 | -17 | -10 | -4
31) COc1ccc(C(C(=O)NC(C)(C)C)N(C(=O)CNC(=O)c2cccs2)c2ccc(C(C)C)cc2)cc1OC (centres undefined)
 : 89 | 1.1 | 1.3 | -4 | -8 | 0.9 | -0.2 | 4 | -11 | 8
32) COc1ccc2[nH]c(=O)c(CN(C(=O)C3CCCO3)c3ccc(C)cc3)cc2c1 (centres undefined)
 : 88 | 1.1 | -0.1 | -4 | 0 | 1 | -0.3 | 4 | -13 | 3
33) Cc1ccc(Cn2ccc(NC(=O)c3cc(-c4cccc(Cl)c4)on3)n2)cc1
 : 106 | 1 | 0.1 | 4 | -7 | 1.2 | -0.3 | -4 | 0 | 3
34) CCOc1ccc(N2C(=O)Nc3ccccc3C2(O)C(=O)N2CCN(c3ccccn3)CC2)cc1 (centres undefined)
 : 102 | 0.9 | -2.2 | 7 | 2 | 1.2 | 0.2 | -7 | 5 | 3
35) CNc1nc(N)c([N+](=O)[O-])c(NCc2ccccc2)n1
 : 110 | 1 | 0.5 | 11 | -5 | 1.1 | -0.3 | -11 | -4 | 7
36) Cc1ccc(S(=O)(=O)Oc2ccc(/C=C(/NC(=O)c3ccccc3)C(=O)NCCCC(=O)O)cc2)cc1
 : 94 | 1 | -0.5 | -6 | 1 | 1.1 | -0.4 | 6 | 1 | 17
37) Cc1c(NC(=O)c2cccs2)cccc1-c1nc2ccccc2s1
 : 105 | 0.7 | 0.4 | 16 | 0 | 1.5 | -0.2 | -16 | 28 | -13
38) C[C@H](N)c1nnc(SCc2c(Cl)cccc2Cl)o1
 : 99 | 1 | 0.7 | 21 | -7 | 0.95 | -0.1 | -21 | -2 | 10
39) O=C(Nc1ccc(-c2nnn(CC(=O)N3CCN(C(=O)c4ccco4)CC3)n2)cc1)c1ccccc1F
 : 110 | 0.4 | 0.0 | 4 | -5 | 1.6 | -0.2 | -4 | 56* | -8
40) COc1ccc(CCNC(=O)Cn2c(=O)n(-c3ccc(F)cc3F)c(=O)c3sccc32)cc1OC
 : 61 | 1.1 | -0.1 | 0 | -4 | 0.88 | -0.3 | 0 | -8 | 0
41) CC(=O)CC(C)(C)n1nnc(-c2ccccc2)n1
 : 110 | 1.1 | 0.1 | 0 | 0 | 1.1 | 0.0 | 0 | -5 | 4
42) Cc1ccc(-c2nnn(CCC(=O)NC3CCCC3)n2)cc1
 : 94 | 1 | 1.5 | 19 | -3 | 1.2 | -0.2 | -20 | 2 | -3
43) O=c1ccc2cc(S(=O)(=O)Nc3ccc(F)cc3)ccc2o1
 : 102 | 1.1 | 0.3 | -4 | 4 | 0.93 | -0.3 | 4 | -7 | 8
44) O=C(CSc1nc(-c2cccs2)cc(C(F)(F)F)n1)NCc1ccco1
 : 96 | 1.1 | 0.0 | 14 | 0 | 0.83 | -0.4 | -14 | -7 | -6
45) COc1ccc(N(CC(=O)N2CCC(C)CC2)S(=O)(=O)c2c(C)nn(C)c2C)cc1
 : 97 | 1.1 | -0.9 | 1 | -1 | 0.97 | 0.0 | -2 | -9 | 2
46) Cc1ccc2cn[nH]c2c1N
 : 91 | 1 | -0.3 | 4 | -1 | 0.9 | -0.1 | -4 | -2 | 10
47) CCCCCCCCCCCCCCCC[n+]1cccc(C(=O)N(CC)CC)c1
 : 92 | 1 | -0.2 | -12 | -4 | 0.54 | -0.4 | 12 | -3 | -6
48) O=c1c2ccccc2nnn1CCO
 : 104 | 1.1 | -0.6 | 7 | -3 | 1.1 | 0.2 | -7 | -5 | 10
49) CC(C)CN(CC(C)C)c1nnc(NC(=O)Cn2c(=O)oc3ccccc32)s1
 : 96 | 1.1 | -0.8 | 1 | -5 | 0.98 | -0.4 | 0 | -7 | -11
50) CCC(=O)Nc1cnc(NC(=O)c2cccc(F)c2)cc1C
 : 142* | 0.8 | -1.9 | 81 | -3 | 2.8 | 0.0 | -80 | 16 | 9
51) CC(C)(C)c1ccccc1OCCCCCNCCO
 : 106 | 1 | -0.8 | 20 | 0 | 1.2 | -0.2 | -20 | -5 | -6
52) CCCCN(CC)CCCNC(=O)Cn1nc(Cc2cccnc2)c2ccccc2c1=O
 : 109 | 1 | 0.2 | 1 | -6 | 0.92 | -0.2 | -1 | -2 | 6
53) Cc1ccc(S(=O)(=O)NCc2ccco2)c(C)c1C
 : 100 | 1.1 | 1.5 | 3 | 1 | 1.4 | 0.1 | -3 | -5 | 9
54) O=C(CCCCn1c(=O)[nH]c2ccccc2c1=O)NCCc1c[nH]c2ccccc12
 : 112 | 1 | 0.2 | 11 | 0 | 1 | -0.1 | -11 | -1 | 18
55) Cc1nonc1C(=O)N/N=C/c1ccccc1
 : 132* | 0.9 | -0.6 | 20 | -6 | 1.1 | -0.3 | -20 | 10 | 4
56) Cc1ccc(Nc2nc(C)cc(C)n2)c(Br)c1
 : 101 | 0.9 | -0.4 | 16 | 0 | 1.2 | -0.2 | -16 | 6 | 6
57) O=C(O)C1CCN(S(=O)(=O)N2CCOCC2)CC1
 : 87 | 1.1 | -0.4 | -1 | -2 | 1 | -0.3 | 1 | -7 | 3

Entries of single compounds from above:
`O=c1ccc2cc(S(=O)(=O)Nc3ccc(F)cc3)ccc2o1` in the list: STAT1 activator = 102; FLuc act counter = 1.1; Redox H2O2 prof = 0.3; APP 5'UTR act = -4; HMGR II inh = 4; NF-kB neuron act = 0.93; Hsp70 act = -0.3; APP transl inh = 4; FLuc inh counter = -7; G6PDH CS = 8
`Cc1cc(C)nc(NC2=NCC(=O)N2c2ccc3c(c2)OCCO3)n1` in the list: STAT1 activator = 99; FLuc act counter = 1.1; Redox H2O2 prof = 0.1; APP 5'UTR act = 5; HMGR II inh = -1; NF-kB neuron act = 1.1; Hsp70 act = -0.2; APP transl inh = -5; FLuc inh counter = -7; G6PDH CS = 6

Bioassay records deposited in PubChem by several laboratories.
